PKM2 activator: increases activity of human pyruvate kinase M2 | P14618 | purified PKM2, Kinase-Glo ATP luminescence, activation; response scale: 0% is enzyme alone, no compound | Potency, µM (top dose mostly 57.5 µM), inactives show top-dose activation, hits mostly activators | actives 0.34% (n = 260,000) | AID 1631; also: potency is read from the fitted curve at half-maximal effect; % is scaled to controls: 0 for no effect and ±100 for the full control effect; nearly all actives have a fitted effect of over 55% in size
Target sequence (P14618 whole entry, looked up): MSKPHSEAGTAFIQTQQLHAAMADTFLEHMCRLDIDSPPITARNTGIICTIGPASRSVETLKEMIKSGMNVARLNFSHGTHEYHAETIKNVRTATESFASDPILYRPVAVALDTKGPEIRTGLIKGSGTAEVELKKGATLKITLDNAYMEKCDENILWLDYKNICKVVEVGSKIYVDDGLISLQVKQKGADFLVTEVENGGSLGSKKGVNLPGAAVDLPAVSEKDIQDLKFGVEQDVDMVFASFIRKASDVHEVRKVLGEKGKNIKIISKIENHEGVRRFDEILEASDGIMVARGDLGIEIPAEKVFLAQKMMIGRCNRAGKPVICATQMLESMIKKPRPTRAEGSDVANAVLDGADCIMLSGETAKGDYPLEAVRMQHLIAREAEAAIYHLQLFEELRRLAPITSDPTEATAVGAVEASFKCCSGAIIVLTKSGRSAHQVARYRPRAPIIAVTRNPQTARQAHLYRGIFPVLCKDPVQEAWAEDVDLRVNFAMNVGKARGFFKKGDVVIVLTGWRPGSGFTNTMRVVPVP
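Purified hPK-M2 (>95%) run at intermediate activity with 0.1 mM ADP and 0.5 mM PEP in 50 mM imidazole pH 7.2, KCl, MgCl2; 1 h room temperature. ATP formed read by Kinase-Glo luminescence; normalized to uninhibited and no-enzyme controls.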
MBNL1-CUG inh: MBNL1-poly(CUG) RNA binding inhibition; TR-FRET MBNL1-His/biotin-(CUG)12 binding, 665/545 ratio; Potency, µM (highest dose often 57.5 µM), without a hit: top-dose activity change, negative = inhibition, most hits filed as inhibitors; actives 0.036% (n = 280,000); AID 2675; active = well fitted inhibition curve with a large enough effect in the signal ratio, with a control signal flat, not every such curve was filed as active; inconclusive = small, poorly fitted or top-dose-only effect, or effect the other way, or a change in a side signal; inactive = no such curve, though single readings can be large or run the other way; the % refers to the signal ratio; also: potency is read from the fitted curve at half-maximal effect; % is scaled to controls: 0 for no effect and ±100 for the full control effect
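Compounds (final 92 nM to 58 uM) are added to His-tagged MBNL1 and biotin-(CUG)12, then terbium anti-His antibody and streptavidin-XL665 (5 nM final). After 60 min at room temperature, the 665/545 nm ratio is read.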
RORg inh: ROR gamma (mouse) transcription inhibition | Drosophila S2 Gal4-RORgamma UAS-luciferase reporter, 20 h | actives 5.4% (n = 310,000) | Potency, µM (doses to about 53.6 µM), for inactives: top-dose activity change, negative = inhibition, usual class: inhibitors; also: potency is read from the fitted curve at half-maximal effect; % is scaled to controls: 0 for no effect and ±100 for the full control effect; nearly all actives have a fitted effect of over 60% in size
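A Gal4/UAS one-hybrid system in insect cells: metallothionein-promoter Gal4–ROR gamma fusion plus Photinus luciferase reporter. Copper sulfate 700 uM final, 20 hr ambient incubation, luminescent detection after 10 min with reagent.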
NPC1 prom act: activates the NPC1 promoter; Huh7 NPC1 promoter luciferase reporter, 24 h; Potency, µM (titrated, usually from 9.22 µM), for inactives: at the top dose activation, most hits filed as activators; actives 2.4% (n = 320,000); AID 485313;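 also: potency is read from the fitted curve at half-maximal effect; % of control where 0% means no effect; nearly all actives have a fitted effect of over 60% in size; reporter is driven by a mutant NPC1 promoter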
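Readout is luciferase luminescence, reflecting NPC1 promoter activation in stably transfected Huh7 cells after 24 h compound exposure at 37 °C in reduced-serum medium with 10% FBS.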
Menin MLL FP TR: inhibitors of human menin-MLL interaction, mutant MLL peptide; Menin + Texas Red MLL mutant peptide, fluorescence polarization; Potency, µM (highest dose often 61.6 µM), inactives show at the top dose FP activity change, negative = inhibition, actives largely listed as inhibitors; actives 0.23% (n = 270,000); active = well fitted inhibition curve with a large enough effect in the polarisation, with a control signal flat, not every such curve was filed as active; inconclusive = small, poorly fitted or top-dose-only effect, or effect the other way, or a change in a side signal; inactive = no such curve, though single readings can be large or run the other way; the % refers to the polarisation; also: potency is read from the fitted curve at half-maximal effect; % of control where 0% means no effect; many of its hits are not listed in these tables
Target sequence (O00255 whole entry, looked up): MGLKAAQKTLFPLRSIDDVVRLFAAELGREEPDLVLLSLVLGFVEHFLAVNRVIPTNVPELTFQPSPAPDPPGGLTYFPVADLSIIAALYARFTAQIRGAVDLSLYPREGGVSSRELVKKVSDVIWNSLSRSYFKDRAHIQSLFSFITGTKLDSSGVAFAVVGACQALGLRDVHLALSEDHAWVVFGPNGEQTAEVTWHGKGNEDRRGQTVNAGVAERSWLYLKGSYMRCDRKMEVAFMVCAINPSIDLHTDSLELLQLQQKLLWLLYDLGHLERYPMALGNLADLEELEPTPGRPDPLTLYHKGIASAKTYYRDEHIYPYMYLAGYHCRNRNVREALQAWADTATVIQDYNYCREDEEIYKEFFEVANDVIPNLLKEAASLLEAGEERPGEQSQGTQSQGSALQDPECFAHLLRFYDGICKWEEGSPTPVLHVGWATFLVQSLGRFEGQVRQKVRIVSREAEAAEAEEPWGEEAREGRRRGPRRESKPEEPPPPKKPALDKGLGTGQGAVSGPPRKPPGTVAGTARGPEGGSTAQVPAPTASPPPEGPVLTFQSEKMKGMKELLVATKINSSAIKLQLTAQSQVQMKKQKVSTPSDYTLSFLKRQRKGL
Mito fusion yeast: blocks mitochondrial division or promotes mitochondrial fusion; S. cerevisiae fusion-defective mutant growth rescue, CellTiterGlo 48 h; Potency, µM (titrated, usually from 46.1 µM), inactives show top-dose growth rescue (activation), most hits filed as activators; AID 485298; actives 0.23% (n = 320,000);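 also: potency is read from the fitted curve at half-maximal effect; % of control where 0% means no effect; nearly all actives have a fitted effect of over 45% in size; temperature-sensitive fusion mutants such as fzo1-1 at 37 °C on non-fermentable ethanol glycerol medium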
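S. cerevisiae fusion-defective temperature-sensitive mutants (e.g. fzo1-1, mgm1-5) grown 48 h at 37C in YPEG (ethanol/glycerol non-fermentable) medium with 23 nl compound per well; growth rescue read as CellTiterGlo luminescence.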
VP16 counter: counter-screen for ROR gamma inhibitors: Gal4-VP16 reporter; Potency, µM (titrated, usually from 53.6 µM), without a hit: at the top dose activity, negative = inhibition, usual class: inhibitors; actives 3.5% (n = 310,000); Drosophila S2 Gal4-VP16 UAS-luciferase, luminescence, 20 h; AID 2546;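 also: Gal4-VP16 expression switched on by copper sulfate through the metallothionein promoter; potency is read from the fitted curve at half-maximal effect; % is scaled to controls: 0 for no effect and ±100 for the full control effect; nearly all actives have a fitted effect of over 50% in size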
Rab9 promoter act: Rab9 promoter activation. Potency, µM (series often up to 9.22 µM), for the others: at the highest dose activation, negative = inhibition, hits mostly activators. Huh7 Rab9 promoter-luciferase reporter, luminescence, 24 h. actives 2.8% (n = 320,000); also: potency is read from the fitted curve at half-maximal effect; % of control where 0% means no effect; nearly all actives have a fitted effect of over 60% in size
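Quantitative HTS format; Huh7 Rab9-luciferase reporter cells (1500/well) receive compound 2 h post-plating, incubate 24 h at 37 °C, then get luciferase reagent for 10 min before luminescence reading.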
KCNH2 3.1 block: inhibitors of human KCNH2 3.1 potassium channel isoform; U2OS KCNH2 3.1, thallium flux FluxOr; active compounds read low; activity change, % (tested at about 1.8 µM); actives 0.95% (n = 340,000);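 active = maximum activity change below -70%; inconclusive = maximum activity change from -70% to -50%; inactive = maximum activity change above -50%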;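 also: thallium influx rate constant from kinetic fluorescence after stimulation buffer; % is scaled to controls: 0 for no effect and ±100 for the full control effect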
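Channel expression came from 3.1 mutant virus (1.77 x 10^8 /mL) applied to suspended U2OS cells for 4 h. Flux was tracked with FluxOr dye plus Red40 quencher, and kinetic rate constants normalized to controls.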
ELG1 repair inh: ELG1-dependent DNA repair inhibition | HEK293T ELG1-luciferase reporter, luminescence, 16 h; DNA damage induced by 5-fluorouridine | actives 2.3% (n = 330,000) | AID 504467 | Potency, µM (top dose mostly 46.1 µM), for inactives: at the highest dose activity change, negative = inhibition, usual class: inhibitors; also: potency is read from the fitted curve at half-maximal effect; % is scaled to controls: 0 for no effect and ±100 for the full control effect; nearly all actives have a fitted effect of over 55% in size
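Reporter activity after DNA damage by 5-fluorouridine is monitored. Compound-treated cells incubate 16 hr at 37 °C, then ONE-Glo is added for 30 min before luminescence reading.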
FLuc modulator: firefly luciferase modulation, counter-screen for miR-21 project | purified FLuc, Km substrates, luminescence inhibition | Potency, µM (doses to about 57.5 µM), without a hit: at the highest dose activity change, negative = inhibition, most hits filed as inhibitors | actives 6.9% (n = 360,000) | AID 588342;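 also: potency is read from the fitted curve at half-maximal effect; plate controls were vehicle for no effect and reference inhibitor for full effect; nearly all actives have a fitted effect of over 55% in size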
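Purified P. pyralis luciferase, 10 nM final, with Km-level 10 uM D-luciferin and 10 uM ATP in 50 mM Tris acetate pH 7.5, 10 mM Mg acetate, 0.01% Tween-20, 0.05% BSA; 6-point qHTS titration about 60 µM downward; luminescence read.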
* marks the source's active call; other numbers are inactive results; ? = inconclusive; / = not tested or not shown; & = joins results of further samples; [ ] = dose if it differs, or a comment. Unless noted, calls follow the shape of the dose curve; as a rule, active = well fitted curve in the direction sought with a large enough effect; inconclusive = small, poorly fitted or top-dose-only effect, or another doubt; inactive = no such curve, though single readings can be large; an effect the other way counts as inactive or inconclusive.

Below each SMILES: PKM2 activator | MBNL1-CUG inh | RORg inh | NPC1 prom act | Menin MLL FP TR | Mito fusion yeast | VP16 counter | Rab9 promoter act | KCNH2 3.1 block | ELG1 repair inh | FLuc modulator
O=c1[nH]c(NCc2ccccc2)nc2c1CCCC2
  0.3% | ? | -3.7% | 0.9% | 0.9% | -2.4% | -14.5% | 1.0% | -0.7 | -0.4% | -1.4%
O=[N+]([O-])c1ccccc1CN1CCN(S(=O)(=O)Cc2ccccc2)CC1
  1.5% | -6.7% | 106.1% | 0.4% | -4.7% | 7.3% | -7.6% | 4.8% | 6.8 | -14.9% | -0.2%
CCN(c1cccc(C)c1)S(=O)(=O)c1ccc2c3c(cccc13)C(=O)N2
  -4.9% | 70.1%[activator] | 13.9% | -1.2% | 46.2%[activator] | 19.5% | -9.6% | -18.4% | -4.2 | ? | 3.0%
O=C(Nc1ccc([N+](=O)[O-])cc1)Nc1ccc2c(c1)OCCO2
  2.3% | 10.9% | 1.5% | 1µM* | ? | 11.7% | 6.5%[10 µM] | 0.794µM* | 0.6 | ? | 2.13µM*
NS(=O)(=O)c1cc2c(cc1Cl)NC=NS2(=O)=O
  1.8% | -22.3% | -4.8% | 5.4%[46.1 µM] | -2.0% | -3.3%&-6.1% | -6.1% | -3.4%[46.1 µM] | -2.2 | -0.1% | 1.1%
CCOc1ccc(NC(=O)CN2CCCC2c2cccs2)cc1S(=O)(=O)N1CCCCC1 (stereo unspecified)
  / | / | / | 0.6% | / | 4.1% | / | -4.9% | -4.3 | 14.6µM* | /
O=C(Nc1ccc2c(c1)OCO2)c1c(F)c(F)c(F)c(F)c1F
  -0.9% | 8.8% | -24.9% | 0.7% | -10.2% | 5.0% | 8.1% | 14.9% | 8.6 | -4.8% | 1.3%[2.3 µM]
COc1cc(Cl)c(S(=O)(=O)N2CCCC2)cc1Cl
  9.9% | -10.0% | 17.5% | -6.5% | -11.9% | 3.6% | -3.5% | -1.9% | 5.2 | 9.1% | -2.1%
O=C(CN(c1ccc2c(c1)OCCO2)S(=O)(=O)c1ccccc1)N1CCN(Cc2ccccc2)CC1
  1.0% | 9.8% | 23.2% | -7.4% | -13.7% | -3.5% | 3.9% | -4.6% | 23.9 | -12.4% | 0.9%
COc1cc(/C=N/N=C2/NC(=O)C(CC(=O)O)S2)ccc1OCc1ccc(Cl)cc1 (stereo unspecified)
  -14.4% | 24.2% | ? | -1.2% | 7.9% | 9.2% | -1.6% | -0.3% | 6.2 | ? | 19µM*
COC(=O)c1ccccc1NC(=O)CN1CCOCC1
  -0.3% | -26.5% | -33.3% | -1.0% | -26.9% | -0.6% | 8.7% | 5.2% | -1.5 | -3.2% | 1.9%
COC(=O)C1CCN(C(=O)c2c(-c3ccccc3Cl)noc2C)CC1
  -5.7% | 3.9% | 24.5%[0.365 µM] | -0.4% | -2.2% | -1.9% | / | -4.3% | 4.9 | -1.5% | -1.1%
Cc1ccccc1N1C(=O)CC(Sc2nnc(-c3ccccc3)o2)C1=O (stereo unspecified)
  24.0% | 56.1%[activator] | 3.16µM* | -10.7% | -1.9% | -16.5% | 3.98µM* | 9.3% | -3.2 | 16.1% | ?
COc1ccc(OC)c(-c2c3cc(O)c(=O)cc-3oc3cc(O)c(O)cc23)c1
  5.3% | / | ? | -11.8% | ? | -14.7% | ? | -10.8% | -3.4 | ? | ?
COc1ccc(N(C(=O)c2ccco2)C(C(=O)NC2CCCC2)c2cccnc2)c(OC)c1 (stereo unspecified)
  0.7% | -9.5% | -10.6% | -4.4% | ? | 4.6% | -7.2% | -6.3% | 2.6 | 8.0% | -1.3%
O=C1CN(C(=O)COC(=O)/C=C/c2ccco2)c2ccccc2N1
  -1.0% | ? | 0.5% | 3.8% | 8.8% | -0.5% | 0.6% | 10.2% | 8.0 | 9.6% | -1.0%
COc1ccc(C(C(=O)NC2CCCC2)N(CC2CCCO2)C(=O)Cn2nnc(-c3ccc(C)o3)n2)cc1 (stereo unspecified)
  -2.4% | 3.6% | -1.2% | 0.1% | -8.6% | 2.4% | 6.3% | -2.4% | -13.3 | 11.0% | -0.1%
Cc1cc(/C=C(\C#N)C(=O)O)c(C)n1C1CC1
  -0.9% | / | -5.4% | -1.0% | 2.4% | -3.3% | 2.5% | 2.2% | -2.3 | 0.1% | ?
CCSc1nnc(NC(=O)CSc2nc3c(c(=O)n2-c2ccccc2OC)SCC3)s1
  13.0% | 12.7% | -32.5% | -3.1% | -1.9% | 1.5% | 0.7% | 4.0% | 20.3 | ? | 0.2%
OC(COc1ccc2ccccc2c1)CN1CCN(c2ccc(F)cc2)CC1 (stereo unspecified)
  -9.7% | 4.5% | -24.8% | -2.5% | -16.3% | 4.5% | -1.8% | -1.9% | -74.0* | 5.7% | 1.7%
Cc1ccccc1C(=O)NNC(=O)CSc1nc(-c2ccccc2)cc(=O)[nH]1
  -7.9% | -1.8% | -19.3% | 10.9% | -6.7% | -0.5% | -16.7% | 20.5% | 0.6 | ? | 10.7µM*
COc1cc(C2NCCc3c2[nH]c2ccccc32)ccc1OC(C)C (stereo unspecified)
  -1.7% | -3.8% | -15.2% | -0.6% | ? | -2.8% | -11.9% | -3.5% | / | 3.9% | -2.5%
O=C(O)CSCC(=O)c1ccccc1
  -2.0% | -9.4% | -19.2% | 11.8% | 0.7% | 0.8% | 2.3% | 2.0% | -8.1 | ? | -12.0%
COc1cc([N+](=O)[O-])cc(/C=N/NC(=O)CC#N)c1O
  1.3% | ? | -27.2% | -14.2% | 27.2% | -0.3% | 4.5% | -7.4% | / | -7.7% | ?
CCS(=O)(=O)c1ccc2c(c1)NC(=O)C(CCO)O2 (stereo unspecified)
  2.1% | -2.8% | 4.8% | -3.5% | 2.3% | 1.1% | -9.9% | -2.9% | -0.8 | 0.0% | -2.0%
O=C(COC(=O)c1ccccn1)Nc1cccc(Cl)c1
  -0.7% | -4.6% | 8.8% | 0.9% | 1.2% | 1.3% | -4.4% | 1.6% | 3.7 | 0.4% | -1.1%
Cc1nn(-c2ccccc2)c(Cl)c1/C=C1\SC(=S)N(CCCCCC(=O)O)C1=O
  0.5% | 14.6% | -5.9% | -4.2% | / | 0.2% | -1.9% | 0.7% | -7.3 | -7.6% | -22.2%
Cc1cc(-n2c(C)cc(C(=O)CSc3nnnn3-c3ccc(Cl)cc3)c2C)no1
  -3.8% | -3.1% | 34.1% | -3.4% | 8.7% | 0.0% | -2.0% | -4.6% | -8.4 | -22.3% | 1.2%
CCOC(=O)C1CCN(C/C=C/c2ccccc2[N+](=O)[O-])CC1
  1.4% | ? | -8.6% | -2.1% | 1.5% | -2.8% | -1.0% | -3.7% | ? | 0.1% | 3.3%
Cc1ccc(NC(=O)C2CC(=O)n3ncnc3N2)cc1 (stereo unspecified)
  -13.5% | -12.7% | 3.0% | 6.7% | -5.4% | -1.9% | 0.3% | 16.3% | 8.1 | 9.6% | 1.2%
CCCS(=O)(=O)c1nc(S(=O)(=O)c2ccc(C)cc2)c(NCCCN(C)C)s1
  4.3% | -0.9% | 11.8% | -2.1% | -8.5% | -10.1% | -18.9% | -0.6% | 0.3 | ? | -0.5%
O=C(CSc1ccccn1)N/N=C/c1cccc([N+](=O)[O-])c1
  -1.1% | ? | 35.3% | -3.0% | 6.4% | -13.4% | -1.4% | -6.9% | 17.5 | ? | -14.4%
COc1ccccc1OC(C)C(=O)NNC(=S)NC1CCCC1 (stereo unspecified)
  1.3% | -6.3% | ? | -2.8% | -1.6% | -2.5% | -14.2% | -10.9% | -2.1 | 0.0% | 6.9%
COc1ccc(NC(=O)COC(=O)c2cc(SC)ccc2Cl)c(OC)c1
  -1.0% | ? | -11.1% | 3.9% | 3.6% | -3.1% | ? | -1.5% | -7.6 | 16.8% | -0.8%
CCCCSCCCNC(=O)Nc1ccc(CC)cc1
  6.2% | -3.2% | 21.3% | -3.7% | -2.3% | -7.1% | 1.9%[10 µM] | -11.5% | 1.5 | -10.0% | ?

Bioassay records (PubChem)

Not all compounds are listed; the hit share may differ from the screen's.
